Tat export inh: inhibitors of E. coli Tat protein transport; E. coli MC4100 TorA-mCherry Tat export, fluorescence; inhibition, % at 10 µM; 340,000 tested, 0.036% active; AID 488895;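 active = mean replicate inhibition at least 50% and at least half of replicates individually reaching 50%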;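 also: exported cargo escapes ClpAP degradation while cytoplasmic cargo is degraded and loses fluorescence; 0% = median of neutral control wells and 100% = median of NaSCN control wells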
phage Ecoli inh: E. coli growth loss with phage present; inhibition, % at 11.9 µM; growth absorbance; 360,000 tested, 0.26% active; in the data active = inhibition above about 11%
Ecoli viability: reduces bacterial viability in AddAB counter-screen | inhibition, % at 11.9 µM | 330,000 tested, 0.27% active | AID 449728 | E. coli V3065 growth, OD600 absorbance, 18 h;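 active = inhibition above the campaign's mean inhibition across all tested compounds plus 3 SD, cut at about 9.9% in these data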;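 also: uninfected addAB+ strain grown without phage in ampicillin broth; 0% = DMSO wells and 100% = ciprofloxacin 0.95 µg/ml wells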
Arrestin-AP2 inh: human beta-arrestin and AP2 interaction inhibition; AID 504490; inhibition, % at 10 µM; 340,000 tested, 0.31% active; FITC-arrestin peptide / GST-AP2 beads, flow cytometry; AP2 beta2 appendage carries R879A mutation;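 active = inhibition above a set limit, near 3 SD of compounds lacking own fluorescence, cut at about 54% in these data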;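 also: plate controls were DMSO wells for no effect and 5 µM unlabelled arrestin peptide for full effect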
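System: GST-AP2 R879A bound to glutathione beads, E. coli-expressed. Also added: 50 nM FITC-arrestin peptide. Schedule: compound with beads 12 min RT, then probe 1 h RT. Signal: bead flow cytometry, FITC channel. Read-out basis: percent response.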
SUMO Mot1 rescue: SUMOylation pathway inhibition by Mot1-301 growth rescue; growth rescue, % at 18.8 µM; 320,000 tested, 1% active; AID 2716; S. cerevisiae Mot1-301 growth rescue, ATP luminescence, 38.5C; percent above DMSO median, 100 means doubled;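 active = every valid replicate shows activation above 250% relative to neutral control wells; inactive = the rest, any valid replicate at or below 250%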;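 also: OY570 slx delta 5 strain wells were the positive control but not used for scaling; some compounds called inactive have numbers as strong as hits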
Pemphigus Ab inh: blocks pemphigus antibody binding to human desmoglein-3 | binding (percent of control), % at 10 µM | 310,000 tested, 0.48% active | AID 588358 | DSG3-coupled beads, scFv-anti-DSG3-GFP binding, flow cytometry; active compounds read low;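 active = binding more than 3 SD below its plate's average and above zero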;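 also: hits lower antibody fragment binding to DSG3; some compounds called inactive have numbers as strong as hits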
OPRM1-OPRD1 ag: OPRM1-OPRD1 heterodimerization agonism; activation, % at 9.3 µM; 340,000 tested, 0.3% active; AID 504326; P35372+P41143; cells, luminescence; in the data active = activation above about 18%;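 also: 0% = vehicle-treated cells and 100% = reference agonist; values of inactives mirror those of a sister screen read the other way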
Target sequence (P35372 whole entry, looked up): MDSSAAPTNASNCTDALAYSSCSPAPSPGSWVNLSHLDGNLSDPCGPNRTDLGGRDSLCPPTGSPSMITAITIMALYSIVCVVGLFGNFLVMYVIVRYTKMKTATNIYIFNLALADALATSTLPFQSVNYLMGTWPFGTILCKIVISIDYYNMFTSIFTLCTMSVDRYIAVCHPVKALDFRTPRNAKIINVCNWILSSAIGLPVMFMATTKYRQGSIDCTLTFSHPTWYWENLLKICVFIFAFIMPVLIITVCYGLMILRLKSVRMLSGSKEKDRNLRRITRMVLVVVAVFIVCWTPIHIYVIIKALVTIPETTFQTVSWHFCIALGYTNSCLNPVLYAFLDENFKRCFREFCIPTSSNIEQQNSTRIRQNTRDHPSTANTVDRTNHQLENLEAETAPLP
Target sequence (P41143 whole entry, looked up): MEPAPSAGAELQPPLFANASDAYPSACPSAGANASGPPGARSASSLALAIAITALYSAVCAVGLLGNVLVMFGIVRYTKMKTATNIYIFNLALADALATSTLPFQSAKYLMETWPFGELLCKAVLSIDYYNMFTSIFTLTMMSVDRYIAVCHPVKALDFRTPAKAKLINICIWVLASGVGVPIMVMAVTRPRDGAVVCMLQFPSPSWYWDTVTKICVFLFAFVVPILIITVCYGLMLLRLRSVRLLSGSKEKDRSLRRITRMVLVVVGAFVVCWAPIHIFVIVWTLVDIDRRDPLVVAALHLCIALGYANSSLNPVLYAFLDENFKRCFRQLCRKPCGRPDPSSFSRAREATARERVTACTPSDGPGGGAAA
PfHsp90 yeast 2: inhibits growth of yeast expressing Plasmodium falciparum Hsp90; S. cerevisiae expressing PfHsp90, BacTiter-Glo ATP, 48 h; yeast lacking PDR1 and PDR3 efflux regulators; inhibition, % at 9.4 µM; 310,000 tested, 0.32% active;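 active = every replicate shows inhibition above about 80%, whatever the replicate mean, limit read from the data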;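 also: 0% = DMSO neutral controls and 100% = 20 µM radicicol positive controls; yeast relying on Plasmodium falciparum Hsp90 in place of its own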
AddAB inh: less growth of phage-infected E. coli with AddAB | E. coli expressing H. pylori AddAB, absorbance growth | inhibition, % at 11.9 µM | 330,000 tested, 0.29% active; in the data active = inhibition above about 12%;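 also: 0% = vehicle wells of infected cells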
PKA-R1A act: PKA-R1A complex activation | PKA-R1A dissociation, Cy5-IP20 fluorescence polarization; scaled: DMSO 0%, 113 µM cGMP 100% | 340,000 tested, 0.083% active | AID 504707 | activation, % at 11.4 µM;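 active = percent activation above the mean of all tested compounds plus 3 SD, cut at about 19% in these data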;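 also: higher means more PKAc released from R1A so a rise in polarization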
MOR-DOR inv ag: mu-delta opioid heterodimer inverse agonism. P35372+P41143. cell-based MOR-DOR heterodimer luminescence. inhibition, % at 9.3 µM. 340,000 tested, 0.21% active. AID 504357; in the data active = inhibition above about 22%, passing the limit was not always enough;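 also: 0% = cells with DMSO and 100% = wells without cells with DMSO; values of inactives mirror those of a sister screen read the other way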
The depositor's hits bear a star; x = no result given; & = joins results of further samples.

SMILES	Tat export inh	phage Ecoli inh	Ecoli viability	Arrestin-AP2 inh	SUMO Mot1 rescue	Pemphigus Ab inh	OPRM1-OPRD1 ag	PfHsp90 yeast 2	AddAB inh	PKA-R1A act	MOR-DOR inv ag
Cc1c(C=O)c2ccccc2n1Cc1cccc(F)c1	1	0.1	-0.8	-21	28	102	-1.3	20	1.6	-2	7
CCOC(=O)c1c(C)n(Cc2ccccc2)c2ccc(OCC(O)Cn3nc(C)cc3C)cc12 (stereo unspecified)	1	2.7	-3.1	-4	193	99	2.8	-3	0.8	-6	-16
OC12ONC(c3ccccn3)C1N1CCC2CC1 (stereo unspecified)	4	2.9	-0.9	0	14	103	0.0	9	3.8	-2	0
COc1cc2oc(=O)c(CC(=O)N3C[C@H]4C[C@@H](C3)c3cccc(=O)n3C4)c(C)c2cc1Cl	5	-1.2	x	-5	x	x	-3.6	-9	x	6	18
CC(=O)c1ccc2c(c1)C1C(Cl)C(Sc3ccccc3[N+](=O)[O-])CC1C(c1ccccc1[N+](=O)[O-])N2 (stereo unspecified)	4	-0.5	-1.4	7	-8	x	6.6	-6	-3.6	-1	-37
O=P(O)(O)C12CC3CC(CC(C3)C1)C2	-3	-1.6	-1.1	-2	-11	104	-0.7	-21	-2.6	0	4
C=CCC1([C@@H](C)CCC)C(=O)NC(=O)NC1=O	-6	0.1	-2.4	7	x	95	0.2	x	-1.7	6	-1
CCN(CC)C(=O)c1ccc(NC(=O)c2c(C)noc2C)cc1	-3	1.2	0.9	35	-7	99	-1.5	1	-0.6	0	6
CCOC(=O)C1(CCc2ccccc2)CCN(Cc2cccc3c2OCO3)CC1	-1	4.8	1.3	16	-8	99	36*	-6	2.6	-2	-206
Cc1cc([N+](=O)[O-])c2ccccc2[n+]1[O-]	-17	x	21*	11	206	112	3.3	108*	28*	1	-17
CCN1C(=O)C(=Cc2ccc(C)s2)C(=O)N(CC)C1=S	-10	0.5	-2.9	33	-1	x	-2.1	23	-0.6	3	11
CCCCn1c(O)c(/C(CC)=N/N2CCCCC2c2cccnc2)c(=O)[nH]c1=S (stereo unspecified)	0	2.6	-0.7	25	-8	86	-3.8	11	1.0	-11	19
COC(=O)C1=C(c2ccc(S(C)(=O)=O)cc2)C[C@@H]2CC[C@H]1N2C(=O)NC(C)C	-1	2.3	4.7	-5	4	101	-2.5	-12	3.9	-6	14
Cc1ccc(N)cc1Cl	8	2.7	x	-7	x	110	-1.1	-15	x	0	4
CCOc1ccc(-n2c(O)c(C=NCCN3CCNCC3)c(=O)[nH]c2=O)cc1	-3	x	-2.1	-6	-9	99	-0.7	11	0.9	6	4
CCC1CCCCN1P(=O)(c1ccc(C)o1)C(C)(C)C (stereo unspecified)	-6	1.1	0.9	5	-10	113	-2.2	-15	1.8	-4	12
Cn1cc(NC(=O)CCl)cn1	-3	3.1	0.4	1	-4	114	-2.8	x	4.8	4	13
COc1ccc(-n2c(CNCCc3ccc(C)cc3)nc3ccccc3c2=O)cc1	-15	-0.2	-0.6	7	5	95	0.9	2	-2.0	1	-5
COC(=O)C1C(O)CC2CCC1N2C (stereo unspecified)	-1	2.1	0.1	3	x	98	-2.9	x	0.3	9	12
CCN(C(=O)Oc1ccccc1)c1ccc(C(O)(C(=O)OC)C(F)(F)F)cc1 (stereo unspecified)	-3	2.1	0.0	1	11	98	2.0	-68	0.1	-13	-13
O=c1[nH]c(=O)n(Cc2ccco2)c(O)c1/C=N/N1CCCCC1	0	1.2	2.6	8	4	123	4.0	-2	4.1	7	-22
CNC(=O)Oc1cccc2ccccc12	-3	0.4	1.4	-22	-12	116	0.1	3	2.5	17	0
COC1C(O)C(C)OC(OC2C(Oc3cccc4c(O)c5c(=O)oc6ccc(C)c7c(=O)oc(c34)c5c67)OC(C)C(O)C2O)C1O (stereo unspecified)	-7	1.8	x	-23	x	251	2.0	-28	x	-1	-10
COC(=O)C1=C(c2ccc3ccccc3c2)C[C@@H]2CC[C@H]1N2C(=O)NCc1ccc(F)cc1	4	0.9	1.1	1	49	100	-1.4	18	-0.8	-9	8
O=c1cccc2n1C[C@H]1C[C@@H]2CN2CCCC[C@@H]12	-4	0.8	0.7	2	74	87	-1.0	-1	-1.0	-16	5
CCOc1ccc(CN2CCCC(C(=O)c3ccccc3OC)C2)cc1 (stereo unspecified)	-7	2.4	0.9	1	-21	97	1.4	16	1.4	-11	-7
CC(=O)N1N=C(c2c(O)n(C)c(=O)n(C)c2=O)CC1c1ccccc1 (stereo unspecified)	-4	-4.1	-5.9	-10	-10	109	-2.5	6	-5.7	8	13
COP(=O)(OC)C(NC(=O)c1ccc(C)cc1)C(Cl)(Cl)Cl (stereo unspecified)	-7	1.5	1.8	-17	0	111	-1.2	13	1.2	2	6
CN(C)C1=NP(N(C)C)(N(C)C)=NC(c2ccccc2)=N1	0	2.4	-3.8	20	9	99	-2.0	14	0.3	6	11
COc1ccc(-c2nn(CCC#N)cc2C(=O)Nc2ccccc2Cl)cc1	-7	1.8	-2.4	-17	-24	121	-3.3	29	-0.5	1	16
Cc1nnc2ccc(N3CCN(C)CC3)nn12	2	0.1	x	0	x	108	-2.9	-4	x	-10	14
O=C(Cc1cccs1)N1CCC2(CC1)OCCO2	-3	1.0	11*	-6	-10	102	-0.1	-9	8.1	-2	1
Clc1ccc2[nH]c3c(c2c1)CCNC3	9	6.3	0.7	34	-8	112	-1.1	-1	3.6	0	6
COc1ccc(C(=O)OC2CC[C@@]3(C)C4CCC5[C@]6(O)CC(O)[C@@]7(O)C(CN8CC(C)CCC8[C@@]7(C)O)[C@]6(O)C[C@@]53O[C@]24O)cc1OC (stereo partly specified)	2	-2.4	-2.2	31	42	95	-2.4	-4	-0.3	-10	12
CCN(CC)C(=O)COc1cc(C)cc2oc(=O)c3c(c12)CCCC3	-1	2.2	x	16	147	119	-1.0	13	x	6	5
Oc1c(Br)c(Br)c(Br)c(Br)c1Br	-2	x	15*	17	34	108	-2.0	-31	18*	10	11
CC(NC(=O)N1CC1(C)C)c1ccccc1 (stereo unspecified)	-7	2.9	x	-8	x	92	-3.6	24	x	4	16
Cc1cc(NC(=O)COC(=O)c2c(C)nn(Cc3ccccc3Cl)c2Cl)no1	-6	2.1	1.2	-7	8	97	0.7	0	0.6	2	-4
CCC(COC(=O)c1cc(OC)c(OC)c(OC)c1)(c1ccccc1)N(C)C (stereo unspecified)	-1&6&-5	1.9&2.2	-2.1&-1.3&1.1	-5&0	51&-11&13	105&94	54*	22&2	-5.3&-4.6&-2.5	15&-5	-294
CCSc1nnc([C@@H](N)Cc2ccccc2)o1	4	2.2	0.4	-6	-16	96	-0.9	12	1.7	-5	5
CC/C(=N\NC(=O)c1ccccc1O)c1c(O)n(C2CCCCC2)c(=O)[nH]c1=O	1	2.5	-4.3	10	-6	87	-2.4	-6	2.1	-10	13
Cc1cc(CN(C)C)c(OC(=O)N(C)C)cc1C	7	2.4	0.8	1	x	x	-2.9	19	-0.5	-9	17
O=C1NC(=O)N(c2ccc(Cl)cc2)C(=O)/C1=C/c1coc2ccc(O)cc2c1=O	9	2.1	1.1	33	10	87	-1.0	-10	-2.0	1	5
COc1ccc(-n2c(-c3ccccc3)nc3ccccc3c2=O)cc1	1	-0.9	-0.1	-5	524*	99	-2.1	9	2.4	-7	11
COc1cccc(NC(=O)[C@@H](NC(=O)N2C[C@H]3C[C@@H](C2)c2cccc(=O)n2C3)C(C)C)c1	2	1.4	-0.7	1	-6	99	-0.3	10	4.5	-12	1
CCC1(c2ccccc2)C(=O)N(COC)C(=O)N(COC)C1=O	0&5	4.7	-1.9	-6	234	103	0.1	-13	-2.3	-13	0
Clc1cccc(N2CCNCC2)c1	5	3.8	-0.9	18	-20	109	-1.7	-23	-1.3	-7	9
CCN1CCN(C(=O)COc2ccc(S(=O)(=O)Nc3ccc(Cl)cc3)cc2)CC1	2	1.6	3.2	30	-1	x	-3.8	-11	-0.8	-14	20
O=C1NC(=O)C(=Cc2ccc(Oc3ccc([N+](=O)[O-])cc3)cc2)C(=O)N1	-7	x	-1.6	-16	15	111	-2.1	-1	-1.7	3	10
COc1ccc(CCn2c(O)c(/C=N/N3CCOCC3)c(=O)[nH]c2=O)cc1OC	x	2.9	-2.3	5	2	111	x	x	-0.4	x	x
Further records follow:
SMILES	Tat export inh	phage Ecoli inh	Ecoli viability	Arrestin-AP2 inh	SUMO Mot1 rescue	Pemphigus Ab inh	OPRM1-OPRD1 ag	PfHsp90 yeast 2	AddAB inh	PKA-R1A act	MOR-DOR inv ag
O=C(Cc1c(Cl)cccc1Cl)N1CCN(Cc2ccccc2)CC1	-1	2.8	1.1	1	-10	x	-1.2	-10	5.0	-7	8
Cc1ccc(CNC2=NCCS2)cc1	-14	1.9	0.3	7	3	107	-1.3	-10	2.6	3	7
CCCn1c(C(=O)c2ccccc2)nc2ccccc21	-7	2.9	2.6	-4	1	114	6.8	x	1.4	-9	-33
COC(=O)C1=C(c2cccc(OC)c2OC)C[C@@H]2CC[C@H]1N2C(=O)NCc1cccc2ccccc12	6	-0.2	0.0	-13	79	103	2.9	-8	0.9	1	-16
CCC(=NCCCN(CC)CC)c1c(O)n(-c2ccccc2)c(=O)[nH]c1=O	-15	1.4	1.4	4	10	96	-1.6	-36	1.1	3	8
CC(C)(C)c1nc(N2CCN(C(=O)c3ccco3)CC2)c2nnn(Cc3ccccc3Cl)c2n1	-6	x	-1.3	6	3	102	2.9	10	-0.4	-1	-16
Cc1c(P(=S)(c2ccccc2)c2ccccc2)[n+]2ccccc2n1C	-2	1.9&4.0	x	-3	x	96	14	-7	x	-3	-71
Cc1cc(C=C2C(=O)N(C)C(=S)N(C)C2=O)c(C)n1-c1ccncc1	x	3.4	2.1	-4	-4	107	x	x	2.1	x	x
CCCC1(CC(C)C)C(=O)NC(=S)NC1=O	-17	2.4	x	34	x	95	-2.1	26	x	1	9
CC(=O)[C@@]1(O)CCC2C3CC=C4C[C@@H](O)CC[C@]4(C)C3CC[C@@]21C (stereo partly specified)	-5	3.1	-0.6	2	2	114	-0.2	-27	-0.9	-12	1
Nc1ccc(S(=O)(=O)N2CCCCC2c2cccnc2)cc1 (stereo unspecified)	-7	3.3	-2.3	17	244	109	-3.9	-8	3.7	5	20
CN(C)C1=NC(N(C)C)=NP(N(C)C)(N(C)C)=N1	-1	2.5	-0.8	2	10	x	-2.1	16	0.8	-7	13
COC(=O)C1=C(c2ccc(S(C)(=O)=O)cc2)C[C@@H]2CC[C@H]1N2C(=O)NCCNC(C)=O	6	0.5	-2.2	7	-4	102	-2.8	-1	-0.8	-6	16
COc1ccc(CCN)cc1O	0	4.5	0.1	14	88	103	-1.1	-1	-2.5	-12	6

A portion of the library. The share of hits here may be higher or lower than overall.
